Screens deposited in PubChem by National Center for Advancing Translational Sciences (NCATS).
ELG1 DNA repair: ELG1-dependent DNA repair inhibition. HEK293T ELG1-luciferase reporter, luminescence, 16 h; DNA damage induced by 5-fluorouridine. Potency, µM (highest dose often 46.1 µM), for inactives: at the highest dose activity change, negative = inhibition, hits mostly inhibitors. 330,000 tested, 2.3% active. AID 504467; also: potency is read from the fitted curve at half-maximal effect; % is scaled to controls: 0 for no effect and ±100 for the full control effect; nearly all actives have a fitted effect of over 55% in size
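Cells (2,000 per well) received 5-fluorouridine plus test compound or DMSO and were incubated 16 hr at 37 °C, 5% CO2. Luciferase activity was read by luminescence 30 min after ONE-Glo addition; signal suppression marked inhibition of damage-induced ELG1 function.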
KCNH2 3.1 inh: inhibitors of human KCNH2 3.1 potassium channel isoform; U2OS KCNH2 3.1, thallium flux FluxOr; stronger effect = lower value; activity change, % (tested at about 1.8 µM); 340,000 tested, 0.95% active;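 active = maximum activity change below -70%; inconclusive = maximum activity change from -70% to -50%; inactive = maximum activity change above -50%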;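 also: thallium influx rate constant from kinetic fluorescence after stimulation buffer; % is scaled to controls: 0 for no effect and ±100 for the full control effect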
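Virally transduced U2OS (3.1 isoform, 4 h infection in dark at RT) → overnight 37 C → FluxOr + Red40 in HBSS/HEPES, 45 min → stimulation buffer, 2 min kinetic read → rate constant vs DMSO controls.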
AT treatment: potential ataxia-telangiectasia treatment | […] A-T fibroblasts, KAP-1 phosphorylation AlphaLISA; neocarzinostatin DNA damage 30 min before lysis | Potency, µM (series often up to 57.5 µM), inactives show at the highest dose activation, most hits filed as activators | 320,000 tested, 0.19% active; also: potency is read from the fitted curve at half-maximal effect; % of control where 0% means no effect; nearly all actives have a fitted effect of over 45% in size
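ATM-like activity read as KAP-1 phosphorylation via AlphaLISA donor/acceptor antibody pairs after lysis and 6 hr at 25C. Cells were ATM-null patient fibroblasts ([…], hTERT), dosed 60 min, then exposed to the DSB inducer NCS for 30 min.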
Mito fusion act: blocks mitochondrial division or promotes mitochondrial fusion. S. cerevisiae fusion-defective mutant growth rescue, CellTiterGlo 48 h. Potency, µM (series often up to 46.1 µM), without a hit: at the top dose growth rescue (activation), usual class: activators. 320,000 tested, 0.23% active;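 also: potency is read from the fitted curve at half-maximal effect; % of control where 0% means no effect; nearly all actives have a fitted effect of over 45% in size; temperature-sensitive fusion mutants such as fzo1-1 at 37 °C on non-fermentable ethanol glycerol medium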
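Luminescent cell viability in 1536-well qHTS format served as the measure of rescued growth in ts fusion-mutant S. cerevisiae cultured on non-fermentable YPEG for 48 hours at 37C.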
TRPV1 agonist: activates the human vanilloid receptor TRPV1 | activation, % at 8.33 µM | 320,000 tested, 0.19% active | TRPV1-expressing cells, Fluo-8 calcium influx, agonist mode; in the data active = activation above about 80%; inconclusive = between about 30% and that limit; also: 0% is about no effect
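Cells expressing TRPV1 were dye-loaded with Fluo-8 and read kinetically: 10 s baseline, 3 min after compound (agonist portion), then 2 min after EC20 capsaicin (allosteric enhancer portion). Calcium-bound dye fluorescence at 480/520 nm.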
TSHR antagonist: human thyrotropin receptor antagonism | TSHR-expressing cells, TSH-stimulated cAMP HTRF, 2 h; stronger effect = lower value | 330,000 tested, 0.2% active | AID 504810 | activity change, negative = inhibition, % at 11.5 µM;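 active = activity change below a set negative limit, meaning inhibition stronger than a set level, cut at about -70% in these data; inconclusive = activity change between two set negative limits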; also: % is scaled to controls: 0 for no effect and ±100 for the full control effect
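Antagonism was scored as loss of TSH-driven cAMP in TSHR cells, stimulated with 4nM TSH (EC80) for 2 hours at 37 deg C and detected by homogeneous HTRF competition immunoassay.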
TCR activator: activators of T cell receptors | primary human leukocytes, anti-CD3, IL-2 HTRF, 48 h | Potency, µM (highest dose often 9.22 µM), without a hit: at the top dose activation of IL-2 secretion, most hits filed as activators | 330,000 tested, under 10 active; also: % of control where 0% means no effect
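48 hr co-incubation of compounds, a-CD3 beads and primary human leukocytes; IL-2 quantified homogeneously by HTRF with anti-IL-2 K and d2 conjugates.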
USP2a block: USP2a (human) protease inhibition. O75604. 330,000 tested, 0.01% active. AID 463254. USP2 core, Ub-CHOP2 coupled fluorogenic reporter, 485/531. Potency, µM (highest dose often 38.3 µM), for inactives: top-dose activity change, negative = inhibition, hits mostly inhibitors;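 also: potency is read from the fitted curve at half-maximal effect; plate controls were DMSO wells for no effect and full inhibition by NEM control for full effect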
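Cell-free coupled assay: 10nM USP2 core preincubated 30min RT with compound in Tris-HCl pH 8.0/CaCl2/CHAPS buffer, then 25nM Ub-CHOP2 and 25nM reporter substrate; fluorescence (Ex 485/Em 531) read after 60min RT, normalized to NEM inhibition, concentration-response curves fitted.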
Eya2 phos inh: inhibitors of human Eya2 phosphatase activity; O00167; recombinant Eya2, OMFP fluorescence dephosphorylation (OMFP is methylfluorescein phosphate); Potency, µM (top dose mostly 76.9 µM), for the others: at the top dose activity, negative = inhibition, usual class: inhibitors; 330,000 tested, 0.006% active; also: potency is read from the fitted curve at half-maximal effect; % is scaled to controls: 0 for no effect and ±100 for the full control effect
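Eya2 protein (added as 0.2 uM solution) was preincubated with compound for 10 min at ambient temperature in 50 mM HEPES pH 7.5, 50 mM NaCl, 5 uM MgCl2, 0.05% BSA, 1 mM DTT. OMFP (added at 50 uM) then reacted 10 min; fluorescence read at 485/525 nm.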
KCNH2 WT inh: blocks the wildtype human KCNH2 potassium channel; activity change, % at 1.84 µM; U2OS, BacMam KCNH2, thallium flux FluxOr; stronger effect = lower value; 340,000 tested, 0.37% active; AID 720551;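 active = maximum activity change below -70%; inconclusive = maximum activity change between -70% and -50%; inactive = maximum activity change above -50%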; also: % is scaled to controls: 0 for no effect and ±100 for the full control effect
Target sequence (Q12809 whole entry, looked up): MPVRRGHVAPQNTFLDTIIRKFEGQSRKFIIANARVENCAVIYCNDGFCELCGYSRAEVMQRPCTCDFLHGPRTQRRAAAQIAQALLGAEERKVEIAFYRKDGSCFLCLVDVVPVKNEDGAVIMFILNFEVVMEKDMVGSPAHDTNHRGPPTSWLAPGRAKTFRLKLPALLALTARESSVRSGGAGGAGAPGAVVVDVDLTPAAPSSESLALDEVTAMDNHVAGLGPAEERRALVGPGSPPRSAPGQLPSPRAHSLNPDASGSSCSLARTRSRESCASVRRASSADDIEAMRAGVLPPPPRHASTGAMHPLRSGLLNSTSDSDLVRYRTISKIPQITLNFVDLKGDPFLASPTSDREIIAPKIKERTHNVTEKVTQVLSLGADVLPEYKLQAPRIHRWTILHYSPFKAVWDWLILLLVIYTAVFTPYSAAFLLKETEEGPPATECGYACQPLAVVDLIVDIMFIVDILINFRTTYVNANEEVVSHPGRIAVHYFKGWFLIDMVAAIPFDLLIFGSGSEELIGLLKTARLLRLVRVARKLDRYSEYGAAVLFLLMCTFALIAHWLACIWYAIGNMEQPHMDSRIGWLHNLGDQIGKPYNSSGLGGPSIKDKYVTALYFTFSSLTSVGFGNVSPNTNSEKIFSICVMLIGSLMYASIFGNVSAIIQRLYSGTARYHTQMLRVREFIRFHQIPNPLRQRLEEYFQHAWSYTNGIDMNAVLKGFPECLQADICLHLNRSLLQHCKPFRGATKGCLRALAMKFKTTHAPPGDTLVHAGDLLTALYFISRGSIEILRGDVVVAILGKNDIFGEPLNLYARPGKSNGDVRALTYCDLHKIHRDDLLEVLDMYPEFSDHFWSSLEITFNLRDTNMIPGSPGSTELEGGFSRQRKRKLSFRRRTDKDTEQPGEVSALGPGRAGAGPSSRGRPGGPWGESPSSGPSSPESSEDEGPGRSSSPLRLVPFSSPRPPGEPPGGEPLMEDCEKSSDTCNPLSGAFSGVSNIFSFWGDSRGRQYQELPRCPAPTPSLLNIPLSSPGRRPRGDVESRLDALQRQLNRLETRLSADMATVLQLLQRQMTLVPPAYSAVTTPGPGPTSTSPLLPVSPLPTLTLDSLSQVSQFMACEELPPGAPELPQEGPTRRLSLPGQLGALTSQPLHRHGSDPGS
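U2OS cells transduced with wild-type KCNH2 virus are loaded with FluxOr dye for 45 min, and thallium flux is measured in kinetic reads before and after stimulation buffer. Rate constants are normalized to DMSO controls.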
The depositor's hits bear a star; ? = inconclusive; . = not tested or not shown; & = joins results of further samples; [ ] = remark or other dose. Unless noted, calls follow the shape of the dose curve; as a rule, active = well fitted curve in the direction sought with a large enough effect; inconclusive = small, poorly fitted or top-dose-only effect, or another doubt; inactive = no such curve, though single readings can be large; an effect the other way counts as inactive or inconclusive. The list is partial; rates above refer to the full screens.

SMILES	ELG1 DNA repair	KCNH2 3.1 inh	AT treatment	Mito fusion act	TRPV1 agonist	TSHR antagonist	TCR activator	USP2a block	Eya2 phos inh	KCNH2 WT inh
Clc1ccc(NCc2nncn2-c2ccccc2)cc1	-2%	-3	0%	3%	0	-8	-1%	0%	-30%	1
CCOC(=O)CCC(=O)NCc1ccc2c(c1)cc(C)n2C	4%	-6	-9%	-2%	4	16	0%	-2%	23%	12
CCOC(=O)C1CCN(C(=O)C(CCSC)NC(=O)c2ccccc2OC)CC1 (stereo not drawn)	-25%	0	-4%	-4%	1	-3	.	0%	9%	-1
COc1ccc(O)c(C(=O)c2cnn(-c3ccc(Cl)cc3)c2)c1	20%	-25	-6%	-8%	7	-5	0%	1%	-14%	3
O=C(COC(=O)/C=C/c1ccc(C(F)(F)F)cc1)NCC1CCCO1 (stereo not drawn)	21%	3	9%	-3%	4	4	-5%	0%	0%	1
Nc1nc2ncc(C(=O)c3cc(F)ccc3O)cc2s1	?	1	1%	18%	-2	-2	7%	0%	-4%	-24
COc1ccc(NC(=O)/C(C#N)=C\c2ccc(OCc3ccc(C(=O)O)cc3)c(OC)c2)cc1	?	3	5%	15%	-4	-34	-4%	1%	11%	-4
COC(=O)c1oc2ccccc2c1N	?	0	.	-2%	-1	-3	0%	2%	-8%	6
Cc1[nH]ncc1-c1ccccc1Cl	-6%	-21	-7%	-8%	0	-8	4%	-2%	11%	0
CCCSC1=C(C#N)C(c2cccs2)C(C(=O)Nc2ccccc2)=C(C)N1 (stereo not drawn)	?	-16	-4%	11%	-5	-79*	0%[46.1 µM]	-10%	-3%	5
COC(=O)C(C(=O)OC)C(c1ccccc1)C(C(=O)c1ccccc1)[N+](=O)[O-] (stereo not drawn)	0%	25	0%	6%	2	2	-2%	1%	-8%	2
CC(C)(C)NC(=S)NC(=O)C12CC3CCC(CC(C3)C1)C2	14%	-9	4%	30%	10	6	3%[46.1 µM]	0%	9%	-1
CN(C)C(=O)c1c(-c2ccccc2)oc2ccc(O)cc12	-10%	-13	-1%	7%	-5	7	-2%	3%	13%	-10
Cn1c(=O)c2c(nc(/C=C/c3cccc(Cl)c3)n2C)n(C)c1=O	.	3	.	12%	.	-8	-9%	.	-8%	-13
COc1cccc(CN(C)CC(=O)Nc2cc3oc4ccccc4c3cc2OC)c1	?	9	.	5%	4	-31	11%[46.1 µM]	-5%	0%	2
Cc1c(CNCCC2=CCCCC2)c(C(=O)O)c(C)n1Cc1ccccc1	-9%	6	-2%	3%	5	-1	4%	-1%	-14%	6
COc1cc(/C=C2\CC/C(=C\c3cc(OC)c(OC)c(OC)c3)C2=O)cc(OC)c1OC	?	7	1%	-2%	2	-31	-10%[46.1 µM]	3%	-4%	-2
O=C(NCc1ccc2c(c1)OCO2)C12CC3CC(CC(C3)C1)C2	0%	-3	-1%	7%	3	-4	0%	2%	8%	-8
Cc1ccc(C(=O)O/N=C(\N)c2ccc(Br)cc2)cc1C	?	-10	-2%	?	13	6	-2%	5%	1%	4
CCOc1ccc(-c2nc(CN3CCCC(C(=O)N4CCOCC4)C3)c(C)o2)cc1 (stereo not drawn)	20%	-13	3%	-2%	?	26	5%	2%	3%	-1
Oc1c(CN2CCN(c3ccccc3)CC2)cc(Br)c2cccnc12	?	-5	-10%	10%	-2	-7	-1%	-9%	-10%	6
CCCCNC(=O)CN(Cc1ccco1)S(=O)(=O)c1ccc(C(C)=O)cc1	?	3	-11%	1%	8	15	-2%	0%	-3%	3
CCOc1ccc(N2C(=O)c3cccnc3C2Nc2ccc(Cl)cc2)cc1 (stereo not drawn)	-14%	.	1%	2%	4	7	10%	0%	-13%	3
C#Cc1cccc(NC(=O)c2ccc3c(c2)C(=O)N(Cc2cccnc2)C3=O)c1	17%	.	10%	-4%	4	-26	1%	3%	-12%	-6
COc1cccc(/C=N/NC(=O)c2cc(-c3cccn3C)n[nH]2)c1	?	2	-6%	3%	-2	-3	-6%	1%	-7%	3
COCCn1nnnc1C(c1ccccc1OC)N1CCN(c2ccccc2)CC1 (stereo not drawn)	0%	8	3%	-5%	-3	-11	-3%	2%	-2%	3
CC1CCN(C(=O)CC#N)CC1	2%	-1	-2%	-4%	-2	5	5%	-1%	9%	-6
COc1cc(CCC(=O)OCC(=O)c2ccc[nH]2)cc(OC)c1OC	20%	-2	-1%	6%	3	1	-4%	0%	-5%	-94*
Cc1cccc(C)c1N=C1NN=C(c2ccccc2F)CS1	4%	-4	7%	4%	1	8	2%[46.1 µM]	-9%	-4%	2
O=C(NC1CCC(O)CC1)c1ccc(-c2ccc([N+](=O)[O-])cc2)o1 (stereo not drawn)	?	-8	10%	4%	-1	5	-6%	6%	-4%	-2
O=C(c1ccco1)N1CCN(C(c2ccc(Cl)cc2)c2nnnn2Cc2ccccc2)CC1 (stereo not drawn)	?	-4	.	7%	-1	-7	1%[46.1 µM]	-3%	-3%	-3
Cc1cccc(NC2=NCC(=O)N2Cc2cccs2)c1	-12%	1	3%	1%	-3	0	-22%	-1%	1%	-15
CC(C)CCN(C(=O)C1CCCC1)c1c(N)n(Cc2ccccc2)c(=O)[nH]c1=O	19%	0	3%	0%	7	2	-2%	-5%	-2%	5
Cc1cc(Br)cc(C)c1NC(=O)c1ccccc1[N+](=O)[O-]	2%	17	3%	1%	-1	-8	-27%[46.1 µM]	-1%	-5%	-3
Cc1cc(C)n2nc(C(=O)N/N=C/c3c4ccccc4cc4ccccc34)nc2n1	?	-8	-3%	-5%	0	0	-12%[46.1 µM]	3%	-16%	0
Cc1ccc(CNC(=O)c2ccc(C)c(S(=O)(=O)N3CCCCC3)c2)cc1	?	11	8%	?	11	-1	4%	-2%	3%	-3
COc1ccc(CCn2c(C)cc(C(=O)CSc3nnnn3-c3ccccc3)c2C)cc1OC	?	-13	6%	-2%	5	-6	-26%	3%	14%	4
CCC(C)c1ccccc1OCCCCN1CCCC1 (stereo not drawn)	-3%	-22	-4%	-1%	1	4	-2%[46.1 µM]	4%	1%	37
O=C(Nc1nccs1)c1ccc(S(=O)(=O)NCC2CCCCC2)cc1	2%	-2	1%	-4%	5	0	.	3%	-14%	-2
O=C(CN(Cc1ccccc1)C(=O)CCC(=O)Nc1ccccn1)NCc1ccc(F)cc1	-13%	11	7%	4%	4	-8	-1%	2%	2%	4

Part of the list above in order of molecular weight, smallest number first:
SMILES	ELG1 DNA repair	KCNH2 3.1 inh	AT treatment	Mito fusion act	TRPV1 agonist	TSHR antagonist	TCR activator	USP2a block	Eya2 phos inh	KCNH2 WT inh
CCC(C)c1ccccc1OCCCCN1CCCC1 (stereo not drawn)	-3%	-22	-4%	-1%	1	4	-2%[46.1 µM]	4%	1%	37
Cc1cccc(NC2=NCC(=O)N2Cc2cccs2)c1	-12%	1	3%	1%	-3	0	-22%	-1%	1%	-15
C#Cc1cccc(NC(=O)c2ccc3c(c2)C(=O)N(Cc2cccnc2)C3=O)c1	17%	.	10%	-4%	4	-26	1%	3%	-12%	-6

More compounds
SMILES	ELG1 DNA repair	KCNH2 3.1 inh	AT treatment	Mito fusion act	TRPV1 agonist	TSHR antagonist	TCR activator	USP2a block	Eya2 phos inh	KCNH2 WT inh
O=S(=O)(Nc1ccc(-c2ccc(N3CCOCC3)nn2)cc1)c1cc(Cl)ccc1Cl	25%	1	-4%	8%	3	-46	2%	2%	-13%	-6
CCN(c1ccccc1)S(=O)(=O)c1nnc(NC(=O)CC(C)C)s1	5%	3	10%	11%	4	-3	-19%	-1%	6%	-2
Cc1ccc(C(=O)Nc2cccc(C(F)(F)F)c2)cc1NC(=O)c1ccno1	-2%	2&0	19%	0%	1	-2	-1%	0%	10%	-2&-1
C=CCNC(=O)c1onc(CSc2ccc(C)c(C)c2)c1C(=O)O	18%	7	-1%	-2%	4	-4	-6%	3%	13%	12
Cn1c(=O)[nH]c(=O)c2c1nc(N1CCOCC1)n2CCCSc1ncccn1	3%	8	-7%	-7%	1	10	-2%	-2%	-4%	-5
O=C(C(=O)N1CCN(c2cccc(Cl)c2)CC1)N1CCCCC1	-11%	6	-4%	8%	27	-7	3%	-4%	-8%	0
CCN(C(=O)CN1CCN(S(=O)(=O)c2cc(Cl)ccc2Cl)CC1)c1c(N)n(Cc2ccccc2)c(=O)[nH]c1=O	7%	-6	2%	0%	-1	6	-1%	1%	3%	-8
CC(C(=O)c1ccc(Br)cc1)[n+]1cccc(NC(=O)c2ccccc2)c1 (stereo not drawn)	3%	-14	4%	13%	-1	-4	-7%[46.1 µM]	-1%	8%	6
FC(F)c1nnc2ccc(Cl)nn12	5%	6	-6%	2%	-2	4	-1%	2%	-1%	-2
Cc1ccc(OCCSc2ncnc3sc(C)c(C)c23)cc1C	5%	3	-4%	-1%	0	6	-2%	2%	1%	-11
COc1cccc(/C=N/NC(=O)CSCC(=O)Nc2ccccc2)c1O	0%	-3	-4%	0%	-3	-3	-1%	-1%	0%	-8
